High-throughput results: PubChem, National Center for Advancing Translational Sciences (NCATS)
TDP1 inh: qHTS Assay for Inhibitors of Tyrosyl-DNA Phosphodiesterase (TDP1). AID 485290, 2010. 350,000 tested, 0.28% active. Tyrosyl-DNA phosphodiesterase 1 (Homo sapiens), Q9NUW8. Potency, µM (series often up to 130 µM), without a hit: at the top dose activity change, negative = inhibition, most hits filed as inhibitors. recombinant TDP1, AlphaScreen DNA substrate cleavage; further: nearly all actives have a fitted effect of over 40% in size
Target sequence (Q9NUW8 whole entry, looked up): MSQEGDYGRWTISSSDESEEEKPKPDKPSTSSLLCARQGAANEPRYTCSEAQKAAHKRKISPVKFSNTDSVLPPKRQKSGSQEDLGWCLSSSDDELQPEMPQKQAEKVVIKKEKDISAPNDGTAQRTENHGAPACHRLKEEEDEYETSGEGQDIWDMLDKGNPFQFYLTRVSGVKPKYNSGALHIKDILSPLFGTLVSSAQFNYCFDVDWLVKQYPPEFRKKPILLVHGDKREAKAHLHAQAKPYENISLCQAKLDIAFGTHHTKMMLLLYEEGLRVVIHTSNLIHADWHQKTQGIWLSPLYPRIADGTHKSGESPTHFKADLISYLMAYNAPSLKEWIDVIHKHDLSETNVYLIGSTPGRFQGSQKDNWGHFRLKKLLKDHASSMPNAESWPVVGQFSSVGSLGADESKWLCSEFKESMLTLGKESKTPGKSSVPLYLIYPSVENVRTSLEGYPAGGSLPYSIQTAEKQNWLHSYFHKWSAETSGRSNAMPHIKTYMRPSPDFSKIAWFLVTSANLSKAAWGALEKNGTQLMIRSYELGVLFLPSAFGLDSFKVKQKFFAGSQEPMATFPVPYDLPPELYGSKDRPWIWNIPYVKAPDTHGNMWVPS
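Recombinant E. coli-expressed Tdp1 (1 nM) preincubated with compound 15 min at RT, then 5'-biotin/3'-phosphotyrosine-FITC DNA substrate (15 nM) added for 5 min. AlphaScreen beads (10 ug/ml) added, 10 min RT; tyrosine-FITC cleavage read as signal loss.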
TDP1 cell noCPT: qHTS for Inhibitors of human tyrosyl-DNA phosphodiesterase 1 (TDP1): qHTS in cells in absence of CPT | 420,000 tested, 15% active | DT40 Tdp1-/- hTDP1 cells, no CPT, ATP luminescence, 48 h | Potency, µM (top dose mostly 46.2 µM), for inactives: top-dose activity change, negative = growth inhibition, actives largely listed as inhibitors; further: nearly all actives have a fitted effect of over 55% in size
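Camptothecin absent (DMSO only). Human TDP1-complemented DT40 knockout cells, 400 cells/well, 37 °C for minimum 48 hr; ATP measured via CellTiter-Glo, 30 min dark incubation, luminescence.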
GCN5L2 inh: qHTS Assay for Inhibitors of GCN5L2 | 390,000 tested, 0.21% active | Histone acetyltransferase KAT2A (Homo sapiens), Q92830 | Potency, µM (titrated, usually from 58.9 µM), for inactives: top-dose activity change, negative = inhibition, usual class: inhibitors | GCN5L2 HAT assay, ThioGlo1 CoA-SH fluorescence
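Preincubate 20nM GCN5L2 with compound 15 min, RT → add 50uM ThioGlo1 + 75uM H3(1-25) + 70uM acetyl-CoA → read fluorescence 0 and 20 min. Primary qHTS; fluorescent artifacts likely.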
Starred values were filed as active, the others as inactive; u = inconclusive; x = not tested or not shown; [ ] = dose if it differs, or a comment. The call rests on the fitted dose curve; in most records, active means well fitted curve in the direction sought with a large enough effect; inconclusive means small, poorly fitted or top-dose-only effect, or another doubt; inactive means no such curve, though single readings can be large; an effect the other way counts as inactive or inconclusive. On the % scale 0 is the no-effect control and ±100 the full control effect; potency means the concentration at half of the fitted maximal effect.

SMILES	TDP1 inh	TDP1 cell noCPT	GCN5L2 inh
CCCC(=O)Oc1ccc2c(C)cc(=O)oc2c1	0%	u	-1%
O=C(CSc1nc(Nc2ccccc2)nc(N2CCOCC2)n1)Nc1ccc2c(c1)OCCO2	7%	-27%	-3%
CCN(C(=O)CSc1nnc(-c2ccccc2Cl)n1C1CCCC1)C1CCS(=O)(=O)C1 (centres undefined)	4%	-4%	0%
O=C(OCC(=O)N1CCN(C(=O)c2ccco2)CC1)c1cc(S(=O)(=O)Nc2ccc(Cl)cc2)ccc1O	5%	-20%	-20%
O=P(COc1ccccc1)(c1ccccc1)c1ccccc1	-1%	-27%	-1%
CCOC(=O)C1=CN(Cc2cccc(F)c2)S(=O)(=O)NC1CCc1ccccc1 (centres undefined)	-3%[56.1 µM]	26µM*	-13%
O=S(=O)(c1ccccc1)N1CCN(CC(O)COc2ccc3c(c2)CCC3)CC1 (centres undefined)	4%	u	-2%
O=S(=O)(c1cccc(-c2nn3c(-c4ccncc4)nnc3s2)c1)N1CCOCC1	1%	x	1%
CCNC(=S)N(CCc1c(C)[nH]c2ccc(C)cc12)Cc1ccco1	7%	u	0%
NS(=O)(=O)c1ccc(CCNC(=O)c2ccc(Cl)cc2[N+](=O)[O-])cc1	4%	-6%	-12%
CCOC(=O)[C@H]1[C@H]2COc3ccc(OC)cc3[C@@H]2N2C(=O)c3ccc(C)cc3NC(=O)[C@@]12C	3%	-12%	-8%
CC(C)CC(=O)NCC1(N(C)C)CCCCC1	1%	-9%	-7%
Cc1csc(NC(=O)C2CC(=O)N(Cc3ccco3)C2)n1 (centres undefined)	3%	-1%	-8%
NS(=O)(=O)c1cccc(NC(=O)CCCC2CCCCC2)c1	5%	-17%	-2%
COc1cccc(C=NCC(C)N=Cc2cccc(OC)c2O)c1O (centres undefined)	5%	-15%	1%
COCCNC(=O)Cn1c(=O)n(-c2ccc(C)c(C)c2)c(=O)c2c3c(sc21)CCCCC3	2%	-1%	-7%
CCOc1ccccc1N1CCN(S(=O)(=O)c2ccc(F)c(F)c2)CC1	2%	u	-9%
O=C(Nc1ccc(NC(=O)C2CC2)nc1)c1cccc(F)c1	-5%	-18%	-3%
O=C(NC(=S)Nc1ccccc1C(=O)O)c1ccc(-c2ccc(Br)cc2)o1	3%	-11%	u
Cc1cccc(NCc2ccccc2)c1	1%	17%	2%
Cc1cccc(NC(=O)CN(C)C(=O)/C=C/c2ccccc2)c1C	0%	-26%	2%
COc1ccc(OCc2nnc(SCC(=O)NC3CC3)n2C)cc1	4%	-9%	-1%
CCC(=O)N1CCc2cc(Br)cc(S(=O)(=O)NCc3ccco3)c21	3%	-2%	-1%
Cc1cc(C)n2nc(SCC(=O)N/N=C/c3cccc(Br)c3)nc2n1	-2%	u	x
CC(=O)C1=C(O)C(=O)N(c2ccc(O)cc2)C1c1ccc([N+](=O)[O-])cc1 (centres undefined)	3%	-6%	-2%
Cc1cccc(OCCC(=O)Nc2ccc(C)c(S(=O)(=O)N3CCCCC3)c2)c1	5%	21µM*	-18%
O=C(O/N=C/c1ccc2c(c1)OCO2)c1ccc([N+](=O)[O-])cc1	1%	-6%	-3%
Cc1nc2ccc(NC(=O)[C@@H](NC(=O)c3c(F)cccc3F)C(C)C)cc2s1	1%	0%	0%
CCn1c(C)c(C(C)=O)c(N2CCN(c3cccc(Cl)c3)CC2)nc1=S	0%	u	-3%
O=C(Nc1ccon1)c1ccccc1Cl	7%	-16%	-1%
NS(=O)(=O)c1ccc(CCNC(=O)c2ccc(=O)[nH]c2)cc1	11%	-18%	3%
NC(=O)c1cccc2c1C(=O)N(C1CCCCC1)C2	-8%	-9%	0%
Fc1cccc(CN2CCC(Cc3ccccc3)CC2)c1	x	-23%	-2%
c1csc(CSc2nnc3sc4ccccc4n23)c1	2%	-23%	-4%
COc1cc(NC(=O)C2=C(N3CCOCC3)/C(=C/c3ccc(Cl)cc3)CC2)cc(OC)c1OC	6%	7.3µM*	-3%
COc1ccc(-c2nc(C(=O)NCCCN3CCOCC3)cc3c2[nH]c2ccccc23)cc1OC	x	3.7µM*	-6%
C=CCn1c(SCC(=O)Nc2ccccc2OC)nnc1-c1ccccn1	1%	u	-1%
CCCC(=O)Nc1nc2ccc(NC(=O)c3cccnc3)cc2s1	1%	9.2µM*	-5%
CCc1ccc(CNC(=O)c2ccc(-c3nc(CSc4ccc(C)cc4)c(C)o3)cc2)cc1	6%	1%	-1%
Cc1ccccc1N1CC(c2nnc(NC(=O)c3ccco3)s2)CC1=O (centres undefined)	1%	-14%	-9%
Cc1ccc(S(=O)(=O)N(CC(=O)Nc2cccc(N(C)S(C)(=O)=O)c2)c2ccc(Cl)c(Cl)c2)cc1	2%	23µM*	-9%
COc1ccc(NC(=O)c2cc(NC(=O)C3CCCCC3C(=O)O)ccc2N2CCOCC2)cc1 (centres undefined)	4%	-2%	-18%
Cn1ncc(Br)c1C(=O)NC12CC3CC(CC(C3)C1)C2	2%	u	-5%
C=CCOC(=O)C(=O)/C=C/c1ccc2c(c1)Cc1ccccc1-2	6%	u	1%
CC(=O)c1ccc(NC(=O)C(C)n2nc(-c3ccccc3)c3cc(Cl)ccc32)cc1 (centres undefined)	4%	16µM*	-6%
O=C(NC(=S)N1CCCc2ccccc21)c1ccc(Br)cc1	3%	-8%	-9%
COc1ccc(C2=NN(C(=O)CCC(=O)O)C(c3cccs3)C2)cc1OC (centres undefined)	4%	-3%	-2%
CCOc1ccc(-c2ccc(NS(=O)(=O)c3ccc(C)cc3)cc2)nn1	3%	u	-5%

Record cards, as listed above:
Cc1ccc(S(=O)(=O)N(CC(=O)Nc2cccc(N(C)S(C)(=O)=O)c2)c2ccc(Cl)c(Cl)c2)cc1 is listed as TDP1 inh = 2%; TDP1 cell noCPT = 23µM*; GCN5L2 inh = -9%
CCc1ccc(CNC(=O)c2ccc(-c3nc(CSc4ccc(C)cc4)c(C)o3)cc2)cc1 is listed as TDP1 inh = 6%; TDP1 cell noCPT = 1%; GCN5L2 inh = -1%

3 compounds drawn at random from those above, as already listed:
SMILES	TDP1 inh	TDP1 cell noCPT	GCN5L2 inh
Cc1cccc(OCCC(=O)Nc2ccc(C)c(S(=O)(=O)N3CCCCC3)c2)c1	5%	21µM*	-18%
Cc1cccc(NCc2ccccc2)c1	1%	17%	2%
CCCC(=O)Oc1ccc2c(C)cc(=O)oc2c1	0%	u	-1%

The listing picks up, repeating the seven entries before the break.
SMILES	TDP1 inh	TDP1 cell noCPT	GCN5L2 inh
COc1ccc(NC(=O)c2cc(NC(=O)C3CCCCC3C(=O)O)ccc2N2CCOCC2)cc1 (centres undefined)	4%	-2%	-18%
Cn1ncc(Br)c1C(=O)NC12CC3CC(CC(C3)C1)C2	2%	u	-5%
C=CCOC(=O)C(=O)/C=C/c1ccc2c(c1)Cc1ccccc1-2	6%	u	1%
CC(=O)c1ccc(NC(=O)C(C)n2nc(-c3ccccc3)c3cc(Cl)ccc32)cc1 (centres undefined)	4%	16µM*	-6%
O=C(NC(=S)N1CCCc2ccccc21)c1ccc(Br)cc1	3%	-8%	-9%
COc1ccc(C2=NN(C(=O)CCC(=O)O)C(c3cccs3)C2)cc1OC (centres undefined)	4%	-3%	-2%
CCOc1ccc(-c2ccc(NS(=O)(=O)c3ccc(C)cc3)cc2)nn1	3%	u	-5%
Cn1c(=O)n(C)c2cc(CNc3ccc(N4CCOCC4)c(C(=O)O)c3)ccc21	-1%	u	1%
O=C(NC(C(=O)O)c1ccccc1)c1ccccc1 (centres undefined)	-2%	-6%	-6%
O=C(CSCC(=O)NC1CCCC1)Nc1ccccc1	-3%	-5%	1%
O=C(CCN1C(=O)C2CCCCC2C1=O)Nc1cc(F)ccc1F (centres undefined)	1%	-16%	-17%
COc1cccc(NC(=O)Cn2c(=O)n(Cc3ccccc3)c(=O)c3c2c2cc(C)ccc2n3C)c1	3%	3.7µM*	3%
O=C(N/N=C/c1cccc(F)c1)c1ccc(Cl)cc1	x	-5%	-9%
CC(C)C(NC(=O)c1ccccc1F)C(=O)NCc1ccc(F)cc1 (centres undefined)	4%	-10%	-2%
CN(C1(C)CCS(=O)(=O)C1)S(=O)(=O)c1ccc(F)cc1 (centres undefined)	1%	0%	0%
Cc1cc(C)c2nc(C(F)(F)F)nc(N3CCN(C(=O)c4ccco4)CC3)c2c1	0%	u	x
COc1ccc(C(=O)NCCCN2CCOCC2)cc1Br	x	7%	-4%
COc1ccc(CCn2c(=O)c3cccnc3n(CC(=O)Nc3c(C)cccc3C)c2=O)cc1OC	5%	-24%	2%
Cc1ccc(N(CC(O)CN(C)C)S(=O)(=O)c2ccccc2)cc1 (centres undefined)	4%	-4%	-5%
CCCS(=O)(=O)c1nc(S(=O)(=O)c2ccc(C)cc2)c(NCc2ccccn2)s1	8%	u	-4%
Cc1ccc(OCCn2c(=S)[nH]c3ccccc32)c(C(C)C)c1	2%	u	-10%
CN(C)c1ccc(S(=O)(=O)N2CCCCC2)cc1NC(=O)C1=COCCO1	2%	-17%	-4%
c1ccc(-n2c(-c3ccco3)nnc2N2CCOCC2)cc1	0%	2%	-2%
Cc1cccc(C(=O)N(Cc2ccco2)c2c(N)n(Cc3ccccc3)c(=O)[nH]c2=O)c1	0%	-9%	1%
COc1ccc(C2=NOC3(CC(=O)N(c4ccc5ccccc5c4)C3=O)C2)c(OC)c1 (centres undefined)	x	-12%	-17%
CS(=O)(=O)c1ccc(N2CCOCC2)c(S(C)(=O)=O)c1	7%	-1%	-2%
CCOC(=O)c1csc(NC(=O)CSc2nnnn2-c2ccc(OC)c(OC)c2)n1	-1%	u	-2%
CCN(CC)c1ccc(/C=N/NC(=O)c2c(-c3ccccc3)noc2C)cc1	5%	u	-14%
COc1cccc(/C=C/C(=O)c2ccc3c(c2)OCCO3)c1OC	x	u	-4%
Cc1oc2c(c1C(=O)NC(Cc1c[nH]c3ccccc13)C(=O)O)CCCC2 (centres undefined)	6%	-24%	-6%
O=C(O)CCc1nnc2n(Cc3ccc(F)cc3)c(=O)c3ccccc3n12	4%	11%	0%

Exported with two lines to a compound: entries from further up.
Each structure is followed by: TDP1 inh	TDP1 cell noCPT	GCN5L2 inh
CCCS(=O)(=O)c1nc(S(=O)(=O)c2ccc(C)cc2)c(NCc2ccccn2)s1
    8%	u	-4%
Cc1ccc(OCCn2c(=S)[nH]c3ccccc32)c(C(C)C)c1
    2%	u	-10%

The results go on:
SMILES	TDP1 inh	TDP1 cell noCPT	GCN5L2 inh
COc1cc(CNCc2ccccn2)ccc1OCc1ccc(Cl)cc1Cl	8%	u	4%
Cc1cccc(C(=O)N[C@H](C(=O)Nc2ccc(S(=O)(=O)NC3=NCCCCC3)cc2)C(C)C)c1	1%	0%	-14%
COC(=O)c1ccc(Nc2nc(-c3ccc(C)cc3)nc3ccccc23)cc1	x	7.3µM*	-2%
CCOC(=O)C1=C(CS(=O)(=O)c2ccc(C)cc2)NC(=O)NC1c1ccc(C(C)C)cc1 (centres undefined)	4%	12µM*	2%
COc1ccc(NS(=O)(=O)c2ccc3c(c2)[C@H]2C=CC[C@H]2[C@@H](c2ccc(C(=O)O)cc2)N3)cc1	x	u	u
Cc1ccccc1CNc1ncnc2cc(Cl)ccc12	x	u	24%
COc1cccc(-n2c(Cc3cc(=O)[nH]c(=O)[nH]3)nnc2SCC(=O)N2CCC(C)CC2)c1	-1%	7%	-2%
O=C(c1ccccc1)C1CCN(C(=O)c2ccco2)CC1	1%	3%	-28%
O=C1CN(C(=O)CN2C(=O)NC(c3ccccc3)(c3ccccc3)C2=O)c2ccccc2N1	0%	-16%	-6%
c1csc(CN2CCOCC2)c1	-14%	-2%	-6%
O=C(Nc1ncc2c(n1)-c1ccccc1OC2)c1ccc(Cl)cc1	2%	-19%	-11%
CSc1ccc(CNC(=O)c2c(C)noc2C)s1	-1%	-13%	-3%
O=C1C=C(O)CC(c2ccc(Cl)cc2)C1 (centres undefined)	4%	0%	-18%
COc1ccccc1NS(=O)(=O)c1cccc(NC(=O)c2ccc3ccccc3n2)c1	7%	16µM*	-11%
CCN(CC)S(=O)(=O)c1cc(NC(=O)Cn2ncc(Cl)c(Cl)c2=O)ccc1C	3%	2.3µM*	u

The list is partial. The share of hits here may be higher or lower than overall.
